RAD52 inh: blocks human RAD52 DNA annealing | P43351 | recombinant RAD52 DNA annealing, FRET fluorescence | inhibition, % at 18.7 µM | actives 0.46% (n = 360,000) | AID 651710;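 active = every replicate showing at least 50% inhibition; inconclusive = mean inhibition at least 50% but not in every replicate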
Target sequence (P43351 whole entry, looked up): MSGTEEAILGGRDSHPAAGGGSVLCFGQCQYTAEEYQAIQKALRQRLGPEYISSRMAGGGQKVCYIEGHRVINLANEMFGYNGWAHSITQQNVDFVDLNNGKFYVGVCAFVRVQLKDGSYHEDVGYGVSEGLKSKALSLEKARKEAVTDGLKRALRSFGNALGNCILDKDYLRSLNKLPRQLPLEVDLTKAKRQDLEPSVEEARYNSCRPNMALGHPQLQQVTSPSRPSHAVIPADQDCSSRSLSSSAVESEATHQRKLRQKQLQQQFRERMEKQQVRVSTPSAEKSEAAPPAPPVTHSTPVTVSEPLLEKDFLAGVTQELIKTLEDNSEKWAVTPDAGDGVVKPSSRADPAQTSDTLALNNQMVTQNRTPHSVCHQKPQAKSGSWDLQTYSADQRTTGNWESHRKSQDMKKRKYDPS
F508del corr: CFTR F508del correction in bronchial cells; CFBE cells, YFP halide quenching; stimulated with forskolin plus potentiator P3; % fluorescence drop versus neutral controls; activity (quench increase), % at 7.58 µM; actives 0.36% (n = 350,000); AID 720511;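 active = mean added fluorescence quench of at least 8% versus neutral control, with both replicates also reaching 8%; inconclusive = only one of the mean or replicate conditions met; inactive = mean below 8% and not both replicates reaching 8%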;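 also: cells transiently co-express mutant CFTR-F508del with the halide-sensitive YFP; corrector assay measuring rescue of mutant channel to the surface after 24 h compound exposure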
E-selectin induc: E-selectin induction on HUVECs; actives 0.37% (n = 260,000); P16581; AID 686992; HUVEC E-selectin immunofluorescence imaging; normalized: neutral wells 0, TNF-alpha wells 100; activation, % at 7.58 µM;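 active = mean E-selectin-positive cell signal at least 10% of the positive control, reached in at least 60% of replicates, without over 20% cell loss; inconclusive = no rule given, readout overlaps actives, possibly toxicity-flagged; inactive = the rest, including those meeting only one limit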;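 also: in these data hits start at about 27%; measured in HUVEC primary endothelial cells; signal is the percent of cells scored E-selectin positive by PE staining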
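material = human umbilical vein endothelial cells (HUVEC), E-selectin induction | quantity = 3,000 cells/well | medium = EGM-2 growth medium on 0.1% gelatin-coated wells | technique = immunofluorescence imaging | read-out basis = % PE-positive cells | control set = TNF-alpha positive control, DMSO neutral control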
INS-1E GSIS act: primary screen for activators of insulin secretion dependent on glucose, INS-1E cells, GLuc reporter luminescence; INS-1E GLuc reporter insulin secretion, 2-3 h; actives 0.61% (n = 370,000); activation, % at 16.6 µM; AID 743287;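 active = lowest replicate activation of at least 40%, so every replicate reaches that level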;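 also: 0% = median of neutral control wells and 100% = median of IBMX positive control wells; some compounds called inactive have numbers as strong as hits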
RAD54 inh: inhibitors of human RAD54 branch migration | inhibition, % at 10.4 µM | RAD54 Holliday junction branch migration, FAM/BHQ fluorescence | actives 0.14% (n = 360,000);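 active = mean normalized replicate activity at least 40 and at least half of replicates scoring 40 or more; inconclusive = only one of the two criteria met; inactive = mean below 40 and under half of replicates reaching 40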;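 also: 0% = median of neutral control wells and 100% = median of positive control wells; inhibitors cause a drop in the FAM fluorescence signal; in these data hits start at about 50%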
DENV2 CPE rescue: protects cells from dengue virus 2 cytopathic effect. CPE inhibition, % at 9.99 µM. actives 1.7% (n = 350,000). DENV2-infected cells, cytopathic effect rescue, plate reader; in the data active = CPE inhibition above about 20%, passing the limit was not always enough; inconclusive = no clear call, values can overlap the other calls; tested in BHK-21 cells;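 also: 0% = median of neutral control wells and 100% = median of positive control wells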
XiGFP reactiv: X-chromosome reactivation activator; XiGFP mouse fibroblasts, % GFP-positive cells imaging, 3 d; cells co-treated with 5-aza-dC sensitizer; scaled so ellipticine positive control = 100%; actives 0.055% (n = 360,000); activation, % at 7.58 µM; AID 743238;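 active = mean normalized replicate activation at least 10% and every replicate at or above 10%; inconclusive = only one of the two criteria met; inactive = mean below 10% and not all replicates reach 10%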;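 also: 0% = median of on-plate neutral control wells and 100% = ellipticine 6 µM median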
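Schedule: 3 d treatment, 15 min room-temperature fixation; system: 68-5-11 XiGFP fibroblast line; buffer or medium: DMEM plus 5-aza-dC sensitizer; control set: ellipticine 6 µM positive control; compound: one concentration, pinned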
CASP6 VEID inh: caspase-6 (human) enzyme inhibition | inhibition, % at 12.5 µM | actives 0.53% (n = 350,000) | purified caspase-6, Z-VEID-R110 cleavage fluorescence | P55212;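 active = mean inhibition across replicates at least about 35%, with every replicate also reaching that limit, limit read from the data; inconclusive = only one of the two criteria met; inactive = neither criterion met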;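 also: 0% = median of neutral control wells and 100% = no fluorescence left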
Target sequence (P55212 24-179 limits assumed): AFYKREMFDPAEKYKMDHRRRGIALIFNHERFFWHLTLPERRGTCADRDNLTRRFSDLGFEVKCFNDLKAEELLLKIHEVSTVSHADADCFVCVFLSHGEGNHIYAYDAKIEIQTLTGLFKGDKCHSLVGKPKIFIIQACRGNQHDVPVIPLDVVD
Target sequence (P55212 194-293 limits assumed): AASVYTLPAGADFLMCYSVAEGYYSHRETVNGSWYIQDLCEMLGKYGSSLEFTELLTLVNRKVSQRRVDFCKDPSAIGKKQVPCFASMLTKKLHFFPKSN
Active calls of the source: *; ? = inconclusive; · = not tested or not shown; & = joins results of further samples. Random draw from the library. Share with any hit: about 3.7%.

SMILES | RAD52 inh | F508del corr | E-selectin induc | INS-1E GSIS act | RAD54 inh | DENV2 CPE rescue | XiGFP reactiv | CASP6 VEID inh
COc1cc(/C=C(\C#N)C(=O)Nc2ccccc2C(=O)O)cc(Cl)c1OC | -14 | 1.0 | · | -31 | · | 0 | 0.0 | 7
C[C@@H]1CN([C@@H](C)CO)C(=O)c2cccc(NC(=O)c3ccc(-c4nccs4)cc3)c2O[C@@H]1CN(C)C | 4 | -0.7 | 0.0 | 20 | 11 | -14 | -0.1 | 2
CN(C)C(=O)/C(=C/c1ccc(-c2cccc([N+](=O)[O-])c2)o1)NC(=O)c1ccccc1 | 15 | 0.9 | -0.1 | -22 | -2 | 2 | 0.2 | 5
CC(=O)c1ccc(-c2ccc(/C=C(/Sc3n[nH]c(C)n3)C(=O)O)o2)cc1 | -283 | -0.5 | · | -59 | · | 1 | 0.0 | -2
C[C@H]1CCC[C@@]2(O[C@@H](CCO)C[C@@H](O)[C@@H]2O)O1 | -2 | -1.8 | 0.9 | 24 | -15 | 14 | 0.1 | 0
C=CCNc1nc(C(=O)OCC(=O)Nc2c(Cl)cccc2C(F)(F)F)cs1 | -1 | -2.9 | 4.6 | 4 | -3 | 0 | 0.1 | 0
CC1CCC2(CC1)NC(=O)N(NC(=O)CCl)C2=O (stereo not drawn) | -3 | -1.2 | · | -7 | · | 13 | 0.1 | 0
OCC#CCSc1nnc(-c2cccc3ccccc23)o1 | -12 | 0.6 | 0.5 | · | -5 | 93* | 0.1 | 1
c1ccc(C(CN2CCCCC2)Oc2ccccn2)cc1 (stereo not drawn) | -24 | -6.0 | 0.2 | 1 | -3 | 0 | 0.2 | -1
CCN(CC(=O)NCc1ccc(Cl)cc1)C(=O)CCc1ccccc1 | -19 | 2.0 | -0.2 | -33 | 4 | 1 | 0.0 | 0
COc1ccc(S(=O)(=O)N2CCN(Cc3cc(=O)n4ccccc4n3)CC2)cc1 | -3 | -2.4 | 0.8 | 2 | -13 | 4 | 0.0 | 0
COC(=O)C(C#N)(CCC(=O)c1ccccc1)CCC(=O)c1ccccc1 | -29 | 0.4 | 0.1 | -1 | · | 1 | 0.0 | 0
CC1=CC(C)(C)NC(=S)N1c1ccccc1C | -8&-1 | 0.4&-1.9 | 0.5&1.8 | 15&6 | -3&0 | 0&-6 | 0.0&0.0 | 0&2
COc1ccc(S(=O)(=O)N2CCN(C3Cc4ccccc4C3)CC2)cc1 | -7 | · | -1.4 | -9 | · | 0 | 0.0 | 1
Cc1ccccc1S(=O)(=O)N1CC(=O)N2[C@H](C1)[C@@H](c1ccc(C#Cc3ccccc3)cc1)[C@@H]2CO | -7 | 3.3 | -0.4 | -9 | · | 2 | 0.0 | 10
O=C(COC(=O)c1cccnc1Cl)NCCc1ccc(F)cc1 | -14 | 1.9 | 6.2 | 4 | -10 | 5 | -0.1 | 0
COc1ccccc1/C=C/C=N/NC(=O)CC1C(=O)NN=C1C (stereo not drawn) | -11 | 0.7 | 0.1 | 7 | · | 4 | 0.0 | 3
Cc1ccc(S(=O)(=O)NCc2ccccc2)cc1C(=O)NCc1ccccn1 | -10 | 0.4 | 0.3 | 24 | 11 | -2 | 0.0 | 4
COc1ccc(OC)c(-c2csc(NC(=O)COC(=O)C3CCC3)n2)c1 | 6 | 1.1 | -0.4 | 26 | 3 | -2 | 0.0 | 1
COc1cc(-c2nnc(COC(=O)c3cc(C)no3)o2)cc(OC)c1OC | -21 | -0.3 | 0.6 | -12 | -3 | -6 | 0.0 | 2
CCOC(=O)C1CCCN(S(=O)(=O)c2ccc(-n3cnnn3)c(C)c2)C1 (stereo not drawn) | -11 | -1.3 | · | 1 | -11 | 5 | 0.5 | -3
CSc1ncc(CN2CCN(C3CCCCC3)C(CCO)C2)cn1 (stereo not drawn) | -11 | -1.6 | -0.2 | -4 | · | -5 | 0.1 | -6
CCC(CC)Nc1ccc(C(CC(N)=O)NC(=O)c2ccccc2)cc1[N+](=O)[O-] (stereo not drawn) | -54 | 0.9 | -0.2 | -27 | -2 | 6 | 0.0 | 5
C[C@H](CO)N1C[C@H](C)[C@@H](CN(C)C(=O)Cc2ccccn2)Oc2ncc(-c3ccc(F)cc3)cc2C1=O | -39 | -0.9 | 0.7 | 19 | 1 | ? | -0.5 | 2
CC(C)NC(=O)Nc1ccc2c(c1)CC(=O)N([C@@H](C)CO)C[C@H](C)[C@H](CN(C)C(=O)Nc1ccccc1)O2 | 18 | 3.3 | -0.2 | 13 | 5 | -4 | -0.1 | 1

Molecules from the list above that have a COOH group (two):
SMILES | RAD52 inh | F508del corr | E-selectin induc | INS-1E GSIS act | RAD54 inh | DENV2 CPE rescue | XiGFP reactiv | CASP6 VEID inh
COc1cc(/C=C(\C#N)C(=O)Nc2ccccc2C(=O)O)cc(Cl)c1OC | -14 | 1.0 | · | -31 | · | 0 | 0.0 | 7
CC(=O)c1ccc(-c2ccc(/C=C(/Sc3n[nH]c(C)n3)C(=O)O)o2)cc1 | -283 | -0.5 | · | -59 | · | 1 | 0.0 | -2

Continuation.
SMILES | RAD52 inh | F508del corr | E-selectin induc | INS-1E GSIS act | RAD54 inh | DENV2 CPE rescue | XiGFP reactiv | CASP6 VEID inh
COCCN(Cc1ccc(C)c(Br)c1)C(=O)Cn1cnc(S(=O)(=O)N2CCCC2)c1 | 1 | -1.4 | · | -7 | -14 | 7 | -0.1 | -2
CCc1nn(CCCC(=O)NCc2ccc(C)cc2)c(=O)c2cc3occc3n12 | -9 | 2.5 | · | 7 | -1 | 0 | 0.0 | 4
O=C(CC(F)(F)F)N1C[C@@H]2[C@H](c3ccccc31)[C@@H](CO)N2C(=O)CN1CCOCC1 | -6 | 0.0 | 0.1 | -2 | -10 | 53* | 0.1 | 3
COC(=O)c1ccc(C(=O)OC)c(NC(=O)c2cnc3n(c2=O)CCS3)c1 | -14 | -1.9 | · | 9 | · | -9 | · | 2
OCc1nc2c(ccc3ccccc32)[nH]1 | -8 | -0.3 | -0.3 | 8 | -4 | 2 | 0.1 | -2
O=C(COc1ccc2cc(Br)ccc2c1Br)N1CCOCC1 | -15 | -2.7 | · | -19 | 6 | -7 | 0.4 | 1
COc1ccccc1N1C(=O)c2ccc(C(=O)Nc3ccccc3O)cc2C1=O | -13 | 3.1 | -0.1 | -7 | -3 | -2 | -0.1 | 1
C[C@@H]1CN([C@H](C)CO)C(=O)Cc2cc(NC(=O)Cc3cn(C)c4ccccc34)ccc2O[C@@H]1CN(C)CC1CC1 | -7 | -2.6 | -0.1 | -8 | 0 | 1 | 0.0 | ·
O=C(Nc1ccc(Cl)cc1)N[C@H]1CC[C@H](CCNC(=O)c2ccccc2F)O[C@@H]1CO | -11 | 1.5 | -0.2 | -15 | -3 | 2 | 0.6 | 0
C[C@H](CO)N1C[C@H](C)[C@H](CN(C)C(=O)c2ccccc2)OCCCC[C@H](C)Oc2ccc(NC(=O)c3ccccc3)cc2C1=O | -5 | -0.5 | · | -17 | 1 | -5 | 0.0 | -4
O=C(O)C[C@@H]1C[C@H]2c3cc(NC(=O)Nc4ccccc4)ccc3O[C@H]2[C@H](CO)O1 | 32 | -1.4 | 0.2 | -5 | -13 | -4 | 0.5 | -1
O=C(NCN1C(=O)C2C3C=CC(C3)C2C1=O)Nc1ccccc1O (stereo not drawn) | -1 | · | · | 17 | 3 | 2 | 0.0 | 8
COCC(=O)N1CC2(C1)[C@H](c1ccccc1)[C@@H](CO)N2C(=O)c1cccnc1 | 6 | 2.7 | 0.3 | 5 | · | -11 | 0.0 | 2
COc1cccc(C(C)NC(=O)c2ccncc2)c1 (stereo not drawn) | -4 | -3.0 | · | 13 | 3 | -3 | 0.1 | -2
COc1ccc(-c2nonc2NC(=O)c2ccco2)cc1OC | -8 | 0.0 | · | -1 | 3 | -2 | 0.0 | -4
C[C@H](CO)N1C[C@H](C)[C@H](CN(C)S(=O)(=O)c2ccc(Cl)cc2)Oc2ccc(NC(=O)Cc3cn(C)c4ccccc34)cc2C1=O | -3 | 2.3 | -0.1 | 1 | -8 | 14 | -0.4 | -2
C[C@@H]1CN([C@@H](C)CO)C(=O)c2cccc(NS(=O)(=O)c3cn(C)cn3)c2O[C@@H]1CN(C)CC1CCCCC1 | 1 | -0.4 | 1.6 | 8 | 1 | -8 | 0.4 | -2
C[C@@H]1CN([C@@H](C)CO)C(=O)c2cccc(NC(=O)c3cnccn3)c2O[C@H]1CN(C)S(=O)(=O)c1ccc(F)cc1 | 1 | -1.4 | 0.1 | 46 | · | -4 | -0.4 | 1
C[C@@H](Nc1nc(-c2ccccc2)nc2c1oc1ccccc12)C(=O)O | -18 | -5.3 | · | -4 | -4 | -5 | · | ·
COc1ccc(CN2C[C@@H](C)[C@@H](OC)CN(C)C(=O)c3cc(NC(C)=O)ccc3OC[C@H]2C)cc1 | -8 | 0.6 | 0.1 | -1 | 8 | -1 | 0.4 | ·
CCC(c1nnc(SCC(=O)Nc2cc(Cl)ccc2C#N)n1C1CCCCC1)N(C)C (stereo not drawn) | 2 | -2.4 | · | -28 | · | 1 | -0.1 | -1
O=C(c1ccco1)N1CCc2[nH]nc(-c3ccccc3)c2C1 | -22 | -1.8 | · | 2 | 8 | 7 | 0.1 | -9
COc1ccc(CCNC(=O)C(C)n2nc(C)c3c(C)n(-c4ccc(C)cc4)nc3c2=O)c(OC)c1 (stereo not drawn) | -13 | 2.1 | 0.5 | -25 | -1 | -2 | 0.0 | 2
COc1cc(F)ccc1-c1cc(C(=O)NCC2CCCCC2)[nH]n1 | -18 | 4.3 | 0.1 | · | -9 | 10 | 0.0 | 3
Cc1noc(C)c1NC(=O)Nc1cccc2c1O[C@@H](CN(C)CC1CCCCC1)[C@H](C)CN([C@H](C)CO)C2=O | -1 | -0.6 | -5.2 | 4 | -3 | -7 | -0.8 | 0
COc1cc(OC)c(OC)cc1/C=C/c1cc(C(=O)O)c2ccccc2n1 | -11 | -1.8 | -1.3 | 18 | · | 3 | 0.0 | 0
Cc1ccc(NC(=O)CSc2nnnn2C)cc1S(=O)(=O)N(C)C | 4 | · | -2.8 | -1 | · | 5 | 0.6 | -2
COc1ccc(S(=O)(=O)Nc2ccc3c(c2)n(C)c(=O)n3C)cc1 | -3 | -0.6 | · | 10 | · | -6 | 0.0 | -3
CSc1nc2ccccc2n1Cc1cccc([N+](=O)[O-])c1 | -11 | 2.3 | · | 6 | -1 | 4 | 0.0 | 0
C(=N\Nc1nc2ccccc2[nH]1)/c1ccccc1 | 1 | 0.7 | 0.0 | 5 | 3 | 2 | 0.0 | 0

DENV2 CPE rescue, hit marks shown above.
compound,RAD52 inh,F508del corr,INS-1E GSIS act,DENV2 CPE rescue,CASP6 VEID inh
OCC#CCSc1nnc(-c2cccc3ccccc23)o1,-12,0.6,·,93*,1
O=C(CC(F)(F)F)N1C[C@@H]2[C@H](c3ccccc31)[C@@H](CO)N2C(=O)CN1CCOCC1,-6,0.0,-2,53*,3

Screening results deposited in PubChem by Broad Institute.
